BH1578 lux ind = induces V. cholerae light production without autoinducers; activation, % at 18.7 µM; AID 588436; 0.16% of 350,000 active; V. cholerae BH1578 lux reporter, luminescence, 6 h; in the data active means activation mostly above about 9.7%, no sharp cut-off; inconclusive means no clear call, values can overlap the other calls; inactive means mostly below about 3.7%; further: not every result past the cut was called active; inactives centre near 0; reference of the scale not given here
Anthrax LF prot = blocks Bacillus anthracis lethal factor protease; P15917; multiplex microsphere protease cleavage assay, LF; inhibition, % at 10 µM; 0.12% of 360,000 active; in the data active means inhibition above about 30%; inconclusive means no clear call, values can overlap the other calls; further: plate controls were buffer without enzyme for full effect and enzyme alone for no effect
SARS 3CLpro inh = SARS-CoV 3CLpro protease inhibition; P0C6X7; recombinant SARS-CoV 3CLpro, quenched FRET peptide cleavage; inhibition, % at 6 µM; 0.14% of 290,000 active; in the data active means inhibition above about 12%
Rv3671c protease = inhibits the M. tuberculosis serine protease Rv3671c; inhibition, % at 5.96 µM; 0.048% of 320,000 active; AID 2606; in the data active means inhibition above about 38%;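 further: extracellular domain of Rv3671c used as enzyme; 0% = enzyme with DMSO and 100% = no enzyme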
Target sequence (P9WHR9 whole entry, looked up, the tested form may be a part): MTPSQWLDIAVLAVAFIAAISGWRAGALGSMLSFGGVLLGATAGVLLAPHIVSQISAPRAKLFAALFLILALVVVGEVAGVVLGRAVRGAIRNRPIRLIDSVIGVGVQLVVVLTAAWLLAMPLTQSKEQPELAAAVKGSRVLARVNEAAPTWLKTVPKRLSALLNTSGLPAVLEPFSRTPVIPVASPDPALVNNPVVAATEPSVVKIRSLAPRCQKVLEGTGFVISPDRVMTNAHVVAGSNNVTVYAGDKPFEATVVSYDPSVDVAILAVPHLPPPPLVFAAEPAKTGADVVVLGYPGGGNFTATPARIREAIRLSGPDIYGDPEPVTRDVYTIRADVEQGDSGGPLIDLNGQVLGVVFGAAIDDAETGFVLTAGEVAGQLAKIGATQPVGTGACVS
PfHsp40 yeast = compounds rescuing yeast from Plasmodium falciparum HSP40 toxicity; S. cerevisiae expressing PfHsp40, growth rescue, ATP luminescence; growth rescue, % at 12.5 µM; 0.68% of 340,000 active; in the data active means growth rescue above about 28%, passing the limit was not always enough; inconclusive means no clear call, values can overlap the other calls;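 further: yeast W303a lacking pdr1 and pdr3 grown in galactose medium; growth measured after three days at 30 °C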
TcdB inh = blocks C. difficile toxin B glycohydrolase activity; inhibition, % at 9.99 µM; 0.24% of 350,000 active; AID 652162; TcdB glycohydrolase enzymatic assay, plate reader; in the data active means inhibition above about 10%
Yp Topo-I inh = Y. pestis Topo-I inhibition via cleavage products. Y. pestis Topo-I cleavage product accumulation, plate reader. 0.064% of 360,000 active. AID 504884. activity, % at 10 µM; in the data active means activity above about 50%, passing the limit was not always enough; inconclusive means no clear call, values can overlap the other calls; further: inactives centre near 2
DUSP3 inh = DUSP3 (human) phosphatase inhibition; P51452; recombinant VHR phosphatase, pNPP absorbance; inhibition, % at 13.3 µM; 0.52% of 290,000 active; AID 1654; in the data active means inhibition above about 50%; further: some compounds called inactive have numbers as strong as hits
Target sequence (P51452 whole entry, looked up): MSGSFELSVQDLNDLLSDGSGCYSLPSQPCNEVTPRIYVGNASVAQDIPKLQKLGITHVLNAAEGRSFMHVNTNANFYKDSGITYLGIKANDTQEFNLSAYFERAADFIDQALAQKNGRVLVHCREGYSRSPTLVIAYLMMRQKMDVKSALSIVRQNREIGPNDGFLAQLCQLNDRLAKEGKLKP
MazEF act = increases E. coli MazEF RNase cleavage of RNA. FAM/BHQ RNA-DNA oligo cleavage fluorescence, 5 h. activation, % at 20 µM. 0.32% of 350,000 active. AID 504720; in the data active means activation above about 50%
Target sequence (P0AE70 whole entry, looked up): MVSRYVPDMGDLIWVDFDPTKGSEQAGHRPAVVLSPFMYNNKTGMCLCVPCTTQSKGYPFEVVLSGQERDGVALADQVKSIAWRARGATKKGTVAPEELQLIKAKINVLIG
PriA SSB inh = K. pneumoniae PriA-SSBct interaction inhibition; inhibition, % at 33 µM; 0.6% of 430,000 active; AlphaScreen SSBct-PriA binding, biotinylated peptide; in the data active means inhibition mostly above about 37%, no sharp cut-off; inactive means mostly below about 20%;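 further: plate controls were negative control peptide for no effect and reference peptide for full effect; strong numbers were not always called active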
Starred values were filed as active, the others as inactive; i = inactive; ? = inconclusive; . = not tested or not shown.

Values run as follows: BH1578 lux ind, Anthrax LF prot, SARS 3CLpro inh, Rv3671c protease, PfHsp40 yeast, TcdB inh, Yp Topo-I inh, DUSP3 inh, MazEF act, PriA SSB inh
Cc1cc(C)cc(C(=O)NC(=S)Nc2ccc3c(c2)OCCO3)c1
    -0.2, 0, 4, -4, -0.2, 0.3, 19, 14, -1, 6
Cc1c(NC(=O)/C=C/c2cn(-c3ccccc3)nc2-c2ccc(F)cc2)c(=O)n(-c2ccccc2)n1C
    -0.5, 2, ., -14, 2.5, 0.7, 0, ., -7, 10
O=C(NCCc1ccccc1)C1CC(=O)N(CCc2ccccc2)C1 (stereo not drawn)
    i, -2, -5, -6, 0.1, 0.4, 3, 66, -2, -3
COC(=O)[C@H](C)NC(=O)Nc1ccc(Oc2ccccc2)cc1
    0.9, 1, 10, 4, -1.9, ., 6, 14, -2, -4
O=C(NNC(=O)C1CCN(c2ncccn2)CC1)c1ccccc1
    0.0, 2, 1, -1, -1.7, 1.5, 1, 16, 4, -14
Cc1nn(-c2ccccc2)c(C)c1NC(=O)COc1ccc(C#N)cc1
    -0.4, 0, 6, -3, 0.9, 1.8, -1, 6, 6, 1
NC(=O)CSc1nnc(NC(=O)C2CC(=O)N(c3ccc(F)cc3)C2)s1 (stereo not drawn)
    i, 1, -2, 3, -1.5, -0.3, 1, 18, 2, -10
CC1CC(C)CN(S(=O)(=O)c2ccc(C(=O)N(C)Cc3ccccc3)cc2)C1 (stereo not drawn)
    -0.4, -1, ., 14, 0.7, 0.1, 16, ., 5, 4
Cc1cc(C)nc(NNC(=O)NC2CCCCC2)n1
    -0.2, 0, 6, 4, 1.0, ., 0, 16, 0, -7
O=C(CCNC(=O)c1ccc(Cl)cc1)NCCC1=CCCCC1
    2.9, -4, ., 7, 0.2, -4.2, 12, ., -1, -8
Cc1cccc(C=CC(=O)c2ccc(Cl)cc2)c1
    0.8, 2, ., ., -0.3, -1.5, -5, ., 10, -14
O=C(OCC1OC(n2cnc3c(N(C(=O)c4ccccc4)C(=O)c4ccccc4)ncnc32)C(O)C1F)c1ccccc1 (stereo not drawn)
    -2.6, -2, 1, -41, 1.6, 0.9, 1, 31, -1, 7
COc1ccc(C(=O)NCc2n[nH]c(=S)n2-c2ccccc2)cc1OC
    i, -4, -2, 6, -1.4, ., 3, 24, -2, -4
CCCCOc1ccc(C(=O)N2CCNC(=O)C2CC(=O)OC(C)C)cc1 (stereo not drawn)
    i, 6, 2, 4, -0.7, 0.6, 1, 18, 2, -6
CCCCOCCCn1c(-c2ccco2)nc2nc3ccccc3nc21
    -2.6, 5, 0, 1, 1.0, ., 45, 8, 2, -6
Oc1c(N=NC(=S)Nc2ccccc2F)c2ccccc2n1Cc1cccc(Cl)c1
    8.3, 7, -2, 1, 0.7, 1.7, -17, -11, 3, -10
Cc1ccc(/C=N/n2cnc3sc4c(c3c2=O)CCCC4)o1
    -0.3, -7, -3, 3, 0.0, ., 2, 18, 1, .
CCc1nc2c(OCC(=O)c3ccc(F)cc3)cccn2c1N(C)C(=O)COc1ccccc1
    i, 1, ., ., ., -0.1, 2, ., ., .
CC(=O)Nn1c(COc2ccccc2C)nc2ccccc2c1=O
    i, -1, 4, -2, -1.5, ., -4, 0, -1, -21
Nc1ncnc2c1ncn2[C@@H]1O[C@H](CNCc2cccc(C#Cc3ccccc3)c2)[C@@H](O)[C@H]1O
    i, -10, ., ., 0.0, 0.8, -8, ., 2, 6
CC(C)(C)c1ccccc1NC(=O)NC1CCN(Cc2c(F)cccc2Cl)CC1
    -0.3, -23, -2, -10, -0.6, 0.8, -7, 17, 4, -8
COc1ccccc1NC(=O)CSCc1cc(=O)n2ccsc2n1
    -0.4, 1, 5, -5, -0.5, -1.3, -9, 35, 10, -3
CCS(=O)(=O)N1Cc2ccccc2CC1C(=O)Nc1nnc(SCc2c(Cl)cccc2Cl)s1 (stereo not drawn)
    i, -5, 4, -45, 0.4, -0.2, 9, -7, -3, 5
CC(=O)c1cc(C)ccc1OC(=O)c1cccc2nc(C)oc12
    i, -3, 5, -7, 0.4, ., -8, 6, -2, 0
Cn1c(=O)c2c(-c3ccccc3)n(C3CCCCC3)cc2n(C)c1=O
    -1.2, 2, 3, 3, 0.0, ., 7, 2, 3, -15
CC(=O)Nc1ccc(-c2ccnc3c2CC(C)(C(=O)NCc2cccc(Cl)c2)O3)cc1 (stereo not drawn)
    i, -9, ., ., ., 1.2, 8, ., ., .
Cc1nc2sc(C(c3cccc(F)c3)N3CCN(C(=O)c4ccco4)CC3)c(O)n2n1 (stereo not drawn)
    ., -3, 2, -10, 0.5, ., 3, 23, 6, -11
COCCCNC(NC(=O)c1ccc(C)cc1)C(Cl)(Cl)Cl (stereo not drawn)
    -0.2, -8, -5, 4, -1.5, ., -9, 11, 1, 1
COC(=O)CC1Sc2ccccc2NC1=O (stereo not drawn)
    -0.3, -23, 1, 3, 0.4, ., -5, 24, -1, -11
CCOCc1c(C(=O)Nc2ccc(OC)nc2)oc2ccccc12
    -0.2, -3, 1, -12, 0.3, 0.9, -2, 10, 15, -28
O=C(O)c1cc(S(=O)(=O)Nc2cccc(S(=O)(=O)N3CCCC3)c2)ccc1Cl
    -0.3, -4, ., ., -1.0, 1.6, -1, ., 4, -6
CC1CCCCN1CCCNC(=O)c1nn(C)c2c1CSc1ccccc1-2 (stereo not drawn)
    i, -4, -3, 3, -0.7, 0.3, 4, 30, -7, -6
CC1=NNC(=O)C1CCC(=O)N/N=C\c1ccccc1[N+](=O)[O-] (stereo not drawn)
    i, -1, 2, 1, 0.4, ., 3, 8, -3, .
Cc1cc(NC(=O)c2sc(Nc3ccc(F)cc3)nc2N)no1
    -2.0, 3, 4, 2, 1.8, 1.1, -15, 12, 2, 10
O=C(c1ccc(Cn2cc([N+](=O)[O-])cn2)o1)N1CCCC1
    -2.2, -3, 4, ., 0.9, 4.7, -7, 13, 4, 0
CC(C)(C)c1cc(NC(=O)Nc2ccccc2OC(F)(F)F)no1
    0.2, -6, 4, -1, 0.4, 0.5, 18, -9, -5, -10
CCN(Cc1cnn(C)c1)C(=O)c1ccc(OC2CCN(S(=O)(=O)N(C)C)CC2)cc1
    -0.5, -7, -2, -10, 0.3, 1.0, -3, 21, 5, 6
CC(O)CN1CC(O)=C(c2nc3ccccc3s2)C1=N (stereo not drawn)
    -0.2, 1, 4, 13, 0.8, 2.3, -4, 4, -1, 2
CN(C)C(=O)CSc1nnc(-c2cc(-c3cccs3)nc3ccccc23)o1
    i, 2, -1, -10, -2.0, ., 4, 10, 3, -16
COc1ccc(C2CCc3cc4c(cc3C2=NO)OCO4)cc1OC (stereo not drawn)
    i, 0, ., ., ., 2.2, 16, ., 5, .
CCc1nc2c(OCC(=O)c3ccc(F)cc3)cccn2c1N(C)C(=O)c1cccs1
    0.3, 5, ., ., ., 0.8, -7, ., ., .
Cn1c(=O)n(Cc2ccccc2)c(=O)c2c1nc1n2CCCN1CCc1ccccc1
    -1.7, -5, -2, 0, 3.3, ., -5, -2, 4, 4
Cc1ccc(-n2c(C)cc(/C=N/NC(=O)c3ccncc3)c2C)c(C)c1
    -0.4, -4, 3, 2, 0.7, ., 5, 17, 1, .
CCOC(=O)c1c(NC(=O)C2C3CCC(O3)C2C(=O)O)sc(C)c1-c1ccc(C)cc1 (stereo not drawn)
    -0.8, 0, 2, 5, 0.0, ., 9, 45, 0, -8
O=C(CSc1ncnc2sccc12)Nc1ccccc1
    -1.4, 1, 0, -4, 0.6, 0.7, 0, 41, -5, -21
COc1ccc(N2CCN(c3c(S(=O)(=O)c4ccccc4)cnc4ccc(OC)cc34)CC2)cc1
    -0.2, -2, 2, -4, ?, ., 30, 0, -9, 18
O=C(/C=C/c1cccc(Cl)c1)NNC(=O)c1ccncc1
    i, ?, ., -3, -1.0, 1.2, 2, ., 3, 3
COc1ccc(NC(=S)NC(=O)C2CCC2)cc1
    i, 4, -1, -4, 0.4, 0.3, -11, 2, -8, -5
CC1(C)CC=C(NNC(=O)c2cccnc2)C(=O)C1
    -2.0, -1, 3, -6, 0.9, -2.7, 11, 13, 4, -10
CN1CCN(NC(=O)c2cn(-c3ccccc3)nc2-c2ccc(OC(F)F)cc2)CC1
    1.6, -6, 3, 0, -1.5, 1.8, -6, 20, 6, -2
CC(NC(=O)C1CCC(C(=O)NC(C)c2ccccc2)CC1)c1ccccc1 (stereo not drawn)
    -1.7, -12, -6, -1, 0.9, 0.6, 8, 5, 6, -5
COc1ccc(-c2cc([C@H]3[C@H]4C=CC[C@@H](C)[C@@H]4C(=O)N3Cc3ccccc3)ccc2F)cc1OC
    11, 1, ., 0, -0.3, -0.3, 2, 19, -3, 5
O=C(COc1ccccc1)N(CCc1ccccc1)c1nc(-c2ccc(F)cc2)cs1
    -0.2, -17, 10, -21, -1.6, ., 4, 24, -3, -13
CS(=O)(=O)N(CC(=O)Nc1ccc(F)cc1F)C1CCCCC1
    0.2, -2, 4, 3, -0.3, -0.4, -3, 9, -4, -10
Cc1nc(SCC(=O)Nc2cc(C(N)=O)cc(C(N)=O)c2)c2c(C)c(C)sc2n1
    -0.8, 6, -6, -11, 1.8, 0.8, 9, 1, -34, -8
COc1cc(S(=O)(=O)N2CCOCC2)ccc1NC(=O)COC(=O)COc1ccccc1
    -0.5, 1, 5, -5, 0.0, 0.7, 18, -4, 6, -12
C=C1CCN([C@@H](Cc2ccccc2)C(=O)Nc2ccc(OC)cc2)S(=O)(=O)c2ccccc21
    i, 1, ., 1, 2.3, 0.7, 10, ., 5, -7
COc1cc(-c2nc(CN3CCCN(C(=O)c4ccco4)CC3)c(C)o2)ccc1F
    -0.2, -8, 2, 2, -0.6, 1.2, -6, 20, -12, -14
COc1ccc(OC)c(C2/C(=C(\O)c3ccc4c(c3)OCCO4)C(=O)C(=O)N2CC2CCCO2)c1 (stereo not drawn)
    -0.7, 1, -1, -14, 1.0, -2.1, -3, -3, 5, .
CC1=C(C(=O)OCC2CCCO2)C(c2ccc(Cl)cc2)NC(=O)N1 (stereo not drawn)
    -0.4, 0, 8, 13, -1.0, -0.4, 19, 26, -3, 1

Single records, as listed above. Values in the order: BH1578 lux ind, Anthrax LF prot, SARS 3CLpro inh, Rv3671c protease, PfHsp40 yeast, TcdB inh, Yp Topo-I inh, DUSP3 inh, MazEF act, PriA SSB inh
COc1ccc(OC)c(C2/C(=C(\O)c3ccc4c(c3)OCCO4)C(=O)C(=O)N2CC2CCCO2)c1 (stereo not drawn) as listed: -0.7, 1, -1, -14, 1.0, -2.1, -3, -3, 5, .
O=C(/C=C/c1cccc(Cl)c1)NNC(=O)c1ccncc1 as listed: i, ?, ., -3, -1.0, 1.2, 2, ., 3, 3
Cn1c(=O)n(Cc2ccccc2)c(=O)c2c1nc1n2CCCN1CCc1ccccc1 as listed: -1.7, -5, -2, 0, 3.3, ., -5, -2, 4, 4
O=C(CSc1ncnc2sccc12)Nc1ccccc1 as listed: -1.4, 1, 0, -4, 0.6, 0.7, 0, 41, -5, -21

(listing goes on)
Values run as follows: BH1578 lux ind, Anthrax LF prot, SARS 3CLpro inh, Rv3671c protease, PfHsp40 yeast, TcdB inh, Yp Topo-I inh, DUSP3 inh, MazEF act, PriA SSB inh
COC(=O)c1c(-c2ccccc2)csc1NC(=O)CSc1ncnc2sc(C)c(C)c12
    0.4, -4, -1, 3, -0.9, ., 3, 16, -22, -2
NS(=O)(=O)c1cccc2c1c([N+](=O)[O-])cc1nc(O)c(O)nc12
    -0.2, -3, ., -4, -0.7, 1.3, 2, ., -7, -8
CCC(C)OC(=O)C1=C(C)NC2=C(C(=O)C(C(=O)OC)C(C)C2)C1c1ccc(N(C)C)cc1 (stereo not drawn)
    -1.9, 7, 4, -4, -1.7, ., 15, -8, 8, 21
CCc1cc2c(s1)N(CC(=O)OC)C(=O)CN=C2c1ccccc1OC
    -2.0, -3, -5, -13, 0.3, 1.1, 4, 1, -5, -12
COc1cccc(-c2cc(C(=O)Nc3c(C)nn(Cc4ccccc4C)c3C)no2)c1
    -0.8, 0, -2, 0, 9.2, ., 34, 30, 2, -18
COc1ccc(NC(=O)CSc2ccc3c(c2)OCCO3)cc1OC
    25*, -4, -4, -2, -0.6, ., 3, 17, -1, -6

Screening results (PubChem BioAssay)

Some of the compounds tested; count on the stated rates, not on these rows.
